Screening results deposited in PubChem BioAssay by National Center for Advancing Translational Sciences (NCATS).
RXFP1 antag – antagonists of human relaxin receptor RXFP1 | Q9HBX9 | HEK293-RXFP1, relaxin-stimulated cAMP HTRF, 30 min; hits give low values | activity change, negative = inhibition, % at 57.5 µM | actives 0.59% (n = 350,000) | AID 1259400;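 active = activity change of -60% or lower, but not beyond a set lower limit; inconclusive = change between -60% and -40%, or beyond the set limit; inactive = change above -40%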
Target sequence (Q9HBX9 whole entry, looked up): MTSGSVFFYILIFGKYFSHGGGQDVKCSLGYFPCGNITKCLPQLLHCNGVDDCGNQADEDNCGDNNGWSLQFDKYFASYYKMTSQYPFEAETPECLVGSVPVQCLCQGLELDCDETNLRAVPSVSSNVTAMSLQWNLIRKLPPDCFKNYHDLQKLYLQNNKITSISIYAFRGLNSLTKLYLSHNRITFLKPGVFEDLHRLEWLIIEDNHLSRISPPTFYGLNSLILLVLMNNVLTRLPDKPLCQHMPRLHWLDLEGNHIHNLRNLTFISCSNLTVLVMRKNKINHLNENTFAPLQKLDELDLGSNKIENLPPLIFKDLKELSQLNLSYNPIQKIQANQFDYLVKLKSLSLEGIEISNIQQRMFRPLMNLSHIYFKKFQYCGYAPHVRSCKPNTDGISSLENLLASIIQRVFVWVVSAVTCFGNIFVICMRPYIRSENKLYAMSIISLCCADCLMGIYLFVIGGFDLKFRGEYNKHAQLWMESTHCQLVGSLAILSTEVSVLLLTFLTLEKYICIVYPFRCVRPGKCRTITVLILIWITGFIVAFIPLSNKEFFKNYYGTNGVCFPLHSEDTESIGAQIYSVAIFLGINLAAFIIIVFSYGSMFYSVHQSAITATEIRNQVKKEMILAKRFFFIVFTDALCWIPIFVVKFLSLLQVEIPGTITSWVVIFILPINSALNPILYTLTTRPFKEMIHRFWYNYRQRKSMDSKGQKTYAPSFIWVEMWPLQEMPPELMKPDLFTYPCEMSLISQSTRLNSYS
An asterisk follows results filed as active; u = inconclusive. % is scaled to controls: 0 for no effect and ±100 for the full control effect.

RXFP1 antag | Molecule
-5 | C[C@H](N)C(=O)N[C@@H](C)C(=O)NC1[C@H]2CN(c3nc4c(cc3F)c(=O)c(C(=O)O)cn4-c3ccc(F)cc3F)C[C@@H]12 (stereo partly drawn)
-4 | O=C(C1CC(=O)N(c2ccccc2F)C1)N1CCOCC1 (stereo not drawn)
-6 | COc1cccc(NC(=O)COC(=O)C2=NN(c3ccccc3)C(=O)CC2)c1
-5 | CC1=NC(C)(C)CC2CCC(O)C12 (stereo not drawn)
-3 | CC1CC=C(O)C12OCC(C)(C)CO2 (stereo not drawn)
-4 | CC1(C)CC2CC(C)(CN2C(=O)COC(=O)c2cccc([N+](=O)[O-])c2)C1 (stereo not drawn)
11 | C/C=C/c1ccc(OC)cc1
-2 | COc1ccc(/C=N/NC(=O)c2nnn(-c3nonc3N)c2C)cc1OC
13 | NS(=O)(=O)c1ccc(NC(=O)CCC(=O)O)cc1
1 | COc1cc(OC)cc(C(=O)NCCc2ccc(OC)c(OC)c2)c1
u | CCOC(=O)Nc1ccc2c(c1)C(=NNC(N)=S)c1ccccc1-2
-16 | NC(CSC1(c2ccc(F)cc2)c2ccccc2-c2ccccc21)C(=O)O (stereo not drawn)
-16 | COc1ccc(C(=O)N(Cc2ccco2)Cc2cc3cc(C)ccc3[nH]c2=O)cc1OC
14 | Nc1nc(SCc2ccccc2Cl)c2ncn(C3OC(CO)C(O)C3O)c2n1 (stereo not drawn)
3 | C[C@H]1CN(c2ccccc2)C(=O)[C@@H]1CC(=O)Nc1ccc(Br)cc1
-10 | CCN(C(=O)COC(=O)c1ccccc1O)c1cccc2ccccc12
-8 | C[C@@H]1CCCCO[C@H](CN(C)S(=O)(=O)c2cn(C)cn2)[C@H](C)CN([C@@H](C)CO)C(=O)c2cc(NC(=O)c3ccccc3)ccc2O1
-6 | Cc1ccnc(SCC(=O)Nc2cccc(S(=O)(=O)N3CCOCC3)c2)n1
-6 | COc1ccc(C2c3c(oc4ccccc4c3=O)C(=O)N2CCN2CCOCC2)cc1OC (stereo not drawn)
1 | Cc1ccc(CNC(=O)COC(=O)c2cccnc2Cl)cc1
-5 | O=C(CN1CCCCC1)N/N=C/c1cccc(C(F)(F)F)c1
13 | Cc1noc(NS(=O)(=O)c2ccc(NC(=O)COc3ccc(C#N)cc3)cc2)c1C
-3 | Cn1cnc2ncnc(Oc3ccc(Br)cc3)c21
-4 | O=C(CCCc1ccccc1)Nc1nccs1
-4 | Cc1cc(=O)n2cn[nH]c2n1

More entries follow:
RXFP1 antag | Molecule
-7 | O=C1CN(S(=O)(=O)c2ccc(F)cc2)CCN1
10 | COc1ccc(C(C#N)=Cc2ccc(NC(C)=O)cc2)cc1
1 | O=C(OCC(=O)N1CCOCC1)c1cc(=O)[nH]c2ccccc12
8 | O=C(Nc1ccc(S(=O)(=O)Nc2ncccn2)cc1)c1ccc(Br)cc1
0 | CCN(CC(=O)NCc1ccc(F)cc1)C(=O)COc1ccccc1[N+](=O)[O-]
5 | CC(=O)OCC1OC(n2c(S)c(C#N)c(-c3ccccc3)c(C#N)c2=O)C(OC(C)=O)C(OC(C)=O)C1OC(C)=O (stereo not drawn)
0 | O=C(COC(=O)c1ccc([N+](=O)[O-])cc1)Nc1ccccc1C(=O)NC1CC1
-5 | CCC1=NN(C(=O)c2ccccc2[N+](=O)[O-])C(O)(c2ccccc2)C1 (stereo not drawn)
-7 | O=C(Nc1cccc(S(=O)(=O)N2CCOCC2)c1)C1CC1
6 | CCSc1nnc(NC(=O)C2CCCN(C(=O)c3ccc(Cl)cc3)C2)s1 (stereo not drawn)
1 | COc1ccc(C(=O)O)cc1S(=O)(=O)NC1CCN(Cc2ccccc2)CC1
2 | NC(=O)C1CC(=O)N(c2ccc(OCc3ccc(Cl)c(Cl)c3)cc2)C1 (stereo not drawn)
5 | COC(=O)[C@H]1C[C@@]2(O)CN(S(=O)(=O)c3ccc(C)cc3)C[C@@]2(OC(=O)NCc2ccc(OC)c(OC)c2)C[C@H]1C(=O)OC
-22 | C/C(=N\NC(=O)COc1ccc(C)cc1[N+](=O)[O-])c1ccc2c(c1)OCCO2
4 | C[C@H]1CN([C@@H](C)CO)C(=O)CCCn2nncc2CO[C@@H]1CN(C)C(=O)c1ccc2ccn(C)c2c1
5 | COCCn1c(C)cc(C(=O)CN2C(=O)C(=O)N(CCC3=CCCCC3)C2=O)c1C
-4 | CCOC(=O)C1CCC(C(=O)OCC)N1c1ccc(C=O)cc1 (stereo not drawn)
-5 | O=C(OCC(=O)c1ccc[nH]1)c1ccc(C(F)(F)F)cc1
9 | Cc1ccc(S(=O)(=O)N2CCCCC2)cc1NC(=O)c1cc(F)c(F)c(F)c1F
-7 | CC1(C)OC(=O)C2=C(CC(CCc3ccccc3)OC2c2ccccc2)O1 (stereo not drawn)
-3 | COc1cc(C(=C(CC(=O)O)C(=O)O)c2ccc3c(c2)OCO3)cc(OC)c1OC
10 | COc1cc2nc(CN3CCN(S(=O)(=O)c4ccccc4C(F)(F)F)CC3)[nH]c(=O)c2cc1OC
0 | NS(=O)(=O)c1ccc(CCNC(=O)c2cccc(S(=O)(=O)N3CCc4ccccc43)c2)cc1
-9 | CC1CCN(C(=O)COC(=O)c2ccc3ccccc3n2)CC1
-8 | Cc1ccc(S(=O)(=O)N(CCCc2c(C)nc[nH]c2=O)c2ccccc2)cc1

New compounds follow.
RXFP1 antag | Molecule
-7 | C[C@@H]1CN([C@H](C)CO)C(=O)c2cc(Br)cnc2O[C@H]1CN(C)C(=O)CC1CC1
7 | COc1cc(OC)cc(C(=O)NCC(=O)OCC(=O)NC(C)CCc2ccccc2)c1 (stereo not drawn)
4 | COc1ccc(S(=O)(=O)N(C)C[C@@H]2OCc3cn(nn3)CCCC(=O)N([C@@H](C)CO)C[C@H]2C)cc1
-3 | CCn1nnc2cc(C(=O)OCC(=O)N(C)Cc3cccc(F)c3)ccc21
-15 | CCCCS(=O)(=O)NC1=NCN(CCOC(=O)c2ccccc2)CN1
39 | O=c1oc2ccc3ccccc3c2cc1-c1nc2ccccc2o1
5 | CCC1(CC)C(=O)NC(=S)N=C1N
3 | COc1c(C=O)c2c(c(OC)c1OC)-c1ccc(OC)c(=O)cc1C(NC(C)=O)CC2 (stereo not drawn)
6 | O=C(O)c1cnc2ccc(Cl)cc2n1
4 | CCOC(=O)C1(COCc2ccccc2)CCCCC1=O (stereo not drawn)
1 | O=C(NC(=S)NC1CCC(O)CC1)c1ccco1 (stereo not drawn)
21 | O=S1(=O)N=C(c2ccccc2)c2ccccc21
-1 | COc1cccc(OCCOc2ccccc2[N+](=O)[O-])c1
-1 | O=S(=O)(NCc1ccco1)c1ccc(Cl)s1
8 | COC(=O)c1ccc(CSc2ccccc2NC(=S)Nc2cccc(SC)c2)o1
5 | COc1ccc(C)cc1Nc1ncnc2c1nnn2Cc1ccccc1Cl
3 | CC1=CC(=O)Nc2cncnc2N1
-5 | Cc1ccccc1S(=O)(=O)NC(=NCc1ccc(F)cc1)c1ccccc1
-2 | CC(=O)c1ccc(OC(=O)Oc2ccc(C(C)=O)cc2)cc1
-13 | CC(=O)Nc1ccc(S(=O)(=O)N[C@@H](C)C(=O)N2CCN(c3ccccn3)CC2)cc1
-7 | CCN(CC)CCn1c2ccccc2c(=O)c2c(O)ccc(O)c21
-29 | O=C(c1ccccc1)C1(c2ccccc2)OC1c1ccccc1 (stereo not drawn)
-3 | O=c1[nH]cc(CCc2ccccc2)c(=O)[nH]1
-3 | CC1CCN(C(=O)COC(=O)CCC(=O)c2ccc(Cl)cc2)CC1
-1 | O=C(/C=C/c1ccccc1[N+](=O)[O-])Nc1cc(S(=O)(=O)N2CCOCC2)ccc1N1CCOCC1

Further structures
RXFP1 antag | Molecule
-23 | O=C(COc1cccnc1[N+](=O)[O-])Nc1cc(Cl)ccc1Cl
5 | O=C(COc1cccnc1[N+](=O)[O-])Nc1ccc(F)cc1
3 | O=C(c1cccc(Br)c1)N1CCN(c2ccccn2)CC1
-22 | CC(C1=C(CCN(C)C)Cc2ccccc21)c1ccccn1 (stereo not drawn)
-2 | O=C(Nc1cc(C(=O)N2CCN(c3ccccc3)CC2)ccc1Cl)c1cccs1
-25 | CCn1cnc2cc(NC(=O)COc3ccc(C)cc3)ccc21
-16 | COc1cccc(CN(C)C[C@@H]2OCc3ccccc3-c3c(n(C)c4ccccc34)C(=O)N([C@@H](C)CO)C[C@H]2C)c1
3 | CCN(Cc1ccc(Br)s1)C(=O)CSc1nnc(C2CC2)n1C1CC1
-5 | CCCN(CC(=O)Nc1ccccc1C)C(=O)c1ccc(N2CCCC(C)C2)c([N+](=O)[O-])c1 (stereo not drawn)
-11 | O=C(C[C@H]1C(=O)N(Cc2cccnc2)C[C@@H]1Cc1ccccc1)Nc1ccc(Br)cc1
-17 | CC1(C(=O)OCC(=O)NCc2ccc(Cl)cc2)CC1(Cl)Cl (stereo not drawn)
-5 | COc1cc(/C=N/NC(=O)CNS(=O)(=O)c2ccc(C)cc2)cc(OC)c1OC
5 | CC1(C)Nc2ccccc2C(=O)N1c1ccc(Br)cc1
-2 | CCOC(=O)C1=C(C)NC(C)=C(C(=O)OCC)C1C(=O)OCC(=O)NCc1ccco1
-23 | CN(c1ccccc1)S(=O)(=O)c1cccc(NC(=O)c2ccc(=O)[nH]n2)c1
-12 | CCN(CC)c1ccc(N=C2C=CC(=O)C=C2NC(C)=O)cc1
8 | COC(=O)C1CC(c2ccccc2)N(c2ccccc2)O1 (stereo not drawn)
-4 | O=C1OC(c2ccccc2)(c2ccccc2)c2ccsc21
4 | Cc1noc(C)c1S(=O)(=O)N(C)C[C@H]1OCCCC[C@@H](C)Oc2ccc(NC(=O)CCCN(C)C)cc2C(=O)N([C@H](C)CO)C[C@@H]1C
-12 | O=[N+]([O-])c1cccc(C=NN=Cc2ccccc2O)c1
12 | CC1=C(C(=O)N2CCOCC2)CC(CC(=O)NC2CCCC2)C(=O)N1Cc1ccc(F)cc1 (stereo not drawn)
-10 | C[C@H]1CN([C@@H](C)CO)C(=O)c2cc(Br)cnc2O[C@@H]1CN(C)C(=O)C1CCC1
9 | COc1ccc2nc3n(c(=O)c2c1)-c1ncccc1C(=O)NC3C (stereo not drawn)
9 | CCN(CC)C(=O)C1=C(C)N(Cc2ccc(C(C)(C)C)cc2)C(=O)C(CC(=O)NCCCN(C)C)C1 (stereo not drawn)
1 | Cc1ccc(OCCSc2nc3ccccc3n2CCC(=O)O)c(C(C)C)c1

4 entries from above, ordered by count of non-hydrogen atoms, ascending.
RXFP1 antag | Molecule
8 | COC(=O)C1CC(c2ccccc2)N(c2ccccc2)O1 (stereo not drawn)
-23 | CN(c1ccccc1)S(=O)(=O)c1cccc(NC(=O)c2ccc(=O)[nH]n2)c1
1 | Cc1ccc(OCCSc2nc3ccccc3n2CCC(=O)O)c(C(C)C)c1
-11 | O=C(C[C@H]1C(=O)N(Cc2cccnc2)C[C@@H]1Cc1ccccc1)Nc1ccc(Br)cc1

New compounds follow:
RXFP1 antag | Molecule
-1 | COc1cccc(/C=C/C(=O)OCC(=O)NCc2ccc3c(c2)OCO3)c1
-28 | COc1ccc2[nH]c(S(=O)Cc3ncc(C)c(OC)c3C)nc2n1 (stereo not drawn)
2 | Cc1ccc(NCC(=O)Nc2ccc(F)c(Cl)c2)cc1S(=O)(=O)N1CCOCC1
-18 | Cc1cccc2c(N=NC(=O)C(C)n3cnc4ccccc4c3=O)c(O)[nH]c12 (stereo not drawn)
2 | CCOC(=O)c1cnc2cc(-c3ccc(C)cc3)nn2c1C
-10 | O=C(CC1CCCC1)Nc1ccc(Cl)c(S(=O)(=O)N2CCOCC2)c1
-1 | Cc1ccc(C(=O)NCC(=O)NCc2ccccc2F)s1
7 | CCOC(=O)N1CCN(C(=O)c2ccc3[nH]c(C)c(C)c3c2)CC1
-2 | COc1ccc(C(=O)NC(=S)Nc2ccc3[nH]c(=O)[nH]c3c2)cc1Br
1 | COc1ccc2cc(C(c3nnnn3C3CCCCC3)N3CCCCCC3)c3nnnn3c2c1 (stereo not drawn)
-5 | O=C(COC(=O)/C=C/c1ccccc1[N+](=O)[O-])Nc1ccc(S(=O)(=O)N2CCOCC2)cc1
-2 | N#Cc1ccc(NC(=O)COC(=O)C2CCC2)cc1
6 | CSc1nsc(SC)c1-c1ccc(Cl)cc1
-5 | CCc1ccc(/C=C2\SC(=S)N(CCCC(=O)N(CCO)c3ccccc3)C2=O)cc1
5 | CCc1nnc(NC(=O)Cc2ccc(OC)c(S(=O)(=O)N3CCOCC3)c2)s1
14 | C[C@H]1CN([C@@H](C)CO)C(=O)CCCn2cc(nn2)CO[C@@H]1CN(C)S(C)(=O)=O
14 | CCOC(=O)CCCCCC(=O)Nc1ccc2c(c1)C(=O)N([C@@H](C)CO)C[C@H](C)[C@H](CN(C)C(=O)c1ccccc1)OCCCC[C@H](C)O2
-1 | O=C(COC(=O)/C=C/c1ccc(Cl)cc1Cl)Nc1cccc(S(=O)(=O)NC2=NCCC2)c1
6 | CCCC(C(=O)NNC(=O)c1cc(C)oc1C)c1ccccc1 (stereo not drawn)
-19 | CC1CN(Cc2ccccc2)C(=S)N(c2ccccc2)C1=O (stereo not drawn)
-2 | Cc1cccc(Nc2c(O)nc[nH]c2=O)c1
u | Oc1cc(CNCc2ccccc2)c(O)cc1CNCc1ccccc1
-2 | CC(C)[C@H](NS(=O)(=O)c1ccccc1)C(=O)OCC(=O)NC(=O)NC1CCCCC1
-1 | Nc1ccccc1-c1nnc(SCC(=O)Nc2ccccc2OC(F)F)[nH]c1=O
-36 | COc1cccc(N=NC2C(=O)N(C(N)=S)N=C2C)c1 (stereo not drawn)

Look-ups from the entries so far.
`Cc1ccc(C(=O)NCC(=O)NCc2ccccc2F)s1` @ RXFP1 antag = -1
`COc1ccc(S(=O)(=O)N(C)C[C@@H]2OCc3cn(nn3)CCCC(=O)N([C@@H](C)CO)C[C@H]2C)cc1` @ RXFP1 antag = 4
`CCCC(C(=O)NNC(=O)c1cc(C)oc1C)c1ccccc1` (stereo not drawn) @ RXFP1 antag = 6
`CCOC(=O)C1(COCc2ccccc2)CCCCC1=O` (stereo not drawn) @ RXFP1 antag = 4
`NS(=O)(=O)c1ccc(NC(=O)CCC(=O)O)cc1` @ RXFP1 antag = 13
`O=c1[nH]cc(CCc2ccccc2)c(=O)[nH]1` @ RXFP1 antag = -3

Only part of the results is shown. The share of hits here may be higher or lower than overall.
